Compound activity deposited in PubChem by National Center for Advancing Translational Sciences (NCATS).
Pf Dd2 inh: Plasmodium falciparum Dd2 growth inhibition. P. falciparum Dd2 growth, SYBR Green, 72 h. Potency, µM (highest dose often 28.9 µM), for the others: at the top dose activity, negative = inhibition, usual class: inhibitors. 120,000 tested, 4.3% active; active = well fitted inhibition curve with a large enough effect; inconclusive = small, poorly fitted or top-dose-only effect; inactive = no such curve, though single readings can be large or run the other way;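 note: plate controls were DMSO vehicle for no effect and reference drug for full effect; nearly all actives have a fitted effect of over 65% in size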
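Infected erythrocytes (Dd2, 0.3% parasitemia, 2.5% hematocrit final) are added to compound in RPMI-1640/Albumax II medium, grown 72 h at 37C in low oxygen, then lysed with saponin/Triton-X containing SYBR Green and read by fluorescence.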
Starred values were filed as active, the others as inactive; i = inactive; ? = inconclusive; [ ] = another dose, or the depositor's remark. Potency is the fitted concentration of half-maximal effect. This is a subset; rates above refer to the full screens.

> O=C(NC1CCCN(c2cc(N3CCCC3)ncn2)C1)c1cccs1 (stereo unspecified)
  Pf Dd2 inh = -4.4%[5.79 µM]

> CS(=O)(=O)c1ccc(CN2CCCC(Cc3nc4ccccc4[nH]3)C2)cc1 (stereo unspecified)
  Pf Dd2 inh = i

> Cc1ccc(O)c(NC(=O)CCSc2nc(-c3ccco3)cc(C(F)(F)F)n2)c1
  Pf Dd2 inh = 44.3%[activator]

> O=C1Nc2ccccc2CNC12CCN(Cc1ccc(Cl)cc1)CC2
  Pf Dd2 inh = ?

> COc1ccc(-n2c(C(C)NC(=O)OCc3ccccc3)nc3cccnc32)cc1 (stereo unspecified)
  Pf Dd2 inh = -8.1%

> Cc1nn(CC(=O)NCc2cc(F)ccc2F)c(=O)c2nc(C(C)C)sc12
  Pf Dd2 inh = i

> CCCCc1nn(CC(=O)N2CCOC(c3ccccc3)C2)c(=O)n1CC (stereo unspecified)
  Pf Dd2 inh = 3.7%

> Cc1noc(C)c1S(=O)(=O)N1CCc2nnc(C3CC3)n2CC1
  Pf Dd2 inh = 3.1%

> C[C@H](O)c1onc(-c2ccccc2)c1C(=O)N1CCN(C)CC1
  Pf Dd2 inh = -12.6%[44.1 µM]

> C=CCNc1nc(CC)nc2c1CCN(C(=O)c1cn(C)nc1C)CC2
  Pf Dd2 inh = -7.6%

> COC(=O)c1c(-c2cccs2)csc1NC(=O)COc1ccc(C(C)(C)C)cc1
  Pf Dd2 inh = -0.2%

> CC(C)Cn1c(=O)c2ccccc2n2c(CCC(=O)Nc3ccc(F)cc3)nnc12
  Pf Dd2 inh = ?

> Cc1nc(C)c(C(=O)N2CCC3(CC2)CC(N2CCOCC2)CCO3)s1 (stereo unspecified)
  Pf Dd2 inh = 38.7%

> CCc1ccc(N(CC)C(=O)Cn2cnc3sc(C)c(S(=O)(=O)N4CCN(c5ncccn5)CC4)c3c2=O)cc1
  Pf Dd2 inh = 16.8%

> NCc1ccc(-c2ccc(F)cc2)cc1
  Pf Dd2 inh = 10µM*

> O=C(NCC(c1cccs1)S(=O)(=O)c1cccs1)c1cccc(F)c1 (stereo unspecified)
  Pf Dd2 inh = 2.6%

> Cc1ccc(C(=O)NCc2ccc(N(C)C)cc2)cc1NC(=O)c1nsc2ccccc12
  Pf Dd2 inh = ?

> CCNC(=O)N1CCC(Oc2ncccc2C(=O)N2CCCCC2)C1 (stereo unspecified)
  Pf Dd2 inh = -2.1%

> COc1cc(OC)c(NC(=O)Cc2ccc(-n3c(C)nc4cccnc43)cc2)cc1Cl
  Pf Dd2 inh = -8.0%

> CCOC(=O)Cn1c(=O)cc(C(F)(F)C(F)(F)F)c2c(C)nn(CC)c21
  Pf Dd2 inh = 21.3%

> CC(C)C1=NOC2(CCN(Cc3ccc(C(F)(F)F)cc3)CC2)C1
  Pf Dd2 inh = -9.0%[44.1 µM]

> CCN(CC)Cc1cnc2c(C(=O)N3CCC(N(C)C)C3)cnn2c1 (stereo unspecified)
  Pf Dd2 inh = 3.4%

> COc1ccc(CCNC(=O)Cn2c(=O)c3cccn3c3ccc(F)cc32)c(OC)c1
  Pf Dd2 inh = 1.1%

> O=S(=O)(NCc1ccccc1)NCc1noc(C2CCCO2)n1 (stereo unspecified)
  Pf Dd2 inh = 8.7%

> Cc1ccc(S(=O)(=O)c2nnn3c2nc(NC(C)C)c2sccc23)cc1
  Pf Dd2 inh = i

4 neighbouring records from above:
> O=C(NC1CCCN(c2cc(N3CCCC3)ncn2)C1)c1cccs1 (stereo unspecified)
  Pf Dd2 inh = -4.4%[5.79 µM]

> CS(=O)(=O)c1ccc(CN2CCCC(Cc3nc4ccccc4[nH]3)C2)cc1 (stereo unspecified)
  Pf Dd2 inh = i

> Cc1ccc(O)c(NC(=O)CCSc2nc(-c3ccco3)cc(C(F)(F)F)n2)c1
  Pf Dd2 inh = 44.3%[activator]

> O=C1Nc2ccccc2CNC12CCN(Cc1ccc(Cl)cc1)CC2
  Pf Dd2 inh = ?

(further entries)
> COc1ccc(-c2cc3c(=O)n(CCNC(=O)c4ccc(F)c(F)c4)ccn3n2)cc1
  Pf Dd2 inh = i

> COc1ccccc1CNC(=O)CCn1c(=O)c2ccccc2n(CC(=O)Nc2cc(Cl)ccc2C)c1=O
  Pf Dd2 inh = ?

> O=C(CN1CCCC1=O)N1CCN(Cc2ccccc2)CC1
  Pf Dd2 inh = 6.9%

> CN1[C@@H](CCC(=O)NCc2cccs2)CNC(=O)[C@@H]2[C@H]1CCN2CC(C)(C)C
  Pf Dd2 inh = ?

> COC(=O)[C@@H](C)NC(=O)[C@H]1CN(C(=O)c2cccnc2)CCN1C(=O)c1cccs1
  Pf Dd2 inh = -5.2%[44.1 µM]

> COc1cccc(-c2noc(CC3CCN(C(=O)c4cccc(Cl)c4)CC3)n2)c1
  Pf Dd2 inh = ?

> CC(C)C(=O)N[C@H]1[C@H](O)[C@H](O)C[C@@H]1c1cccnc1
  Pf Dd2 inh = 1.1%[44.1 µM]

> Cc1noc(C)c1[S+](=O)([O-])N1CCC(c2nn(-c3ccccc3)c(=O)[nH]2)CC1
  Pf Dd2 inh = -17.4%

> CCOC(=O)c1ccc(NC(=O)C2CCN(S(=O)(=O)c3ccc4c(c3)CCCC(=O)N4)CC2)cc1
  Pf Dd2 inh = ?

> Cc1nc(C)c(CN(C)C2CCCN(CCc3ccccc3)C2)nc1C (stereo unspecified)
  Pf Dd2 inh = -15.8%

> Cc1nc2c(c(-c3ccc(Cl)cc3)n1)CN(C(=O)c1ccc3c(c1)OCO3)CC2
  Pf Dd2 inh = i

> COc1ccc(C(=O)Nc2ccc3c(c2)CCCN3S(=O)(=O)c2ccc(C)cc2)c(OC)c1
  Pf Dd2 inh = -26.3%

> CCOC(=O)c1ccc(NC(=O)C2=C(C)Nc3nc(CCCO)nn3C2c2ccc(OC)cc2)cc1 (stereo unspecified)
  Pf Dd2 inh = ?

> Cc1cccc(N2CCN(CCCNC(=O)c3nnc(Cc4c(F)cccc4Cl)o3)CC2C)c1 (stereo unspecified)
  Pf Dd2 inh = ?

> COc1ccc(C(=O)N2CCC3(CC2)N=C(c2ccccc2)NO3)cc1F
  Pf Dd2 inh = ?

> CCC1=Nc2cc(C(=O)NCCCOC(C)C)ccc2Sc2ccc(C)cc21
  Pf Dd2 inh = 12.6µM*

> CCC(C)NC(=O)Cn1c(=O)n(Cc2ccc(C(=O)NCCCOC)cc2)c(=O)c2ccccc21 (stereo unspecified)
  Pf Dd2 inh = 26.9%

> Cc1nnc([C@H]2CCN(C3CCN(C)CC3)C2)o1
  Pf Dd2 inh = 6.3%[44.1 µM]

> Cn1cc(-c2cnc3n[nH]c(-c4ccccc4)c3n2)cn1
  Pf Dd2 inh = ?

> COc1ccc(CCNC(=O)c2c(C)oc3nc(C)nc(N4CCOCC4)c23)cc1OC
  Pf Dd2 inh = 21.7%

> COc1ccc(C(=O)NC(C(=O)NC(C)C(C)C)C2CCN(C(=O)c3ccc(C)cc3)CC2)cc1 (stereo unspecified)
  Pf Dd2 inh = 2.51µM*

> COc1ccc(-c2ccc(C(=O)NC3CC(c4cc(=O)[nH]c(N)n4)C3)o2)cc1 (stereo unspecified)
  Pf Dd2 inh = ?

> O=C(CN1C(=O)CCc2cc(S(=O)(=O)N3CCOCC3)ccc21)NCc1ccccc1Cl
  Pf Dd2 inh = i

> CC1(C(=O)Nc2ccccc2)CN(Cc2ccccc2)Cc2ccc(N3CCOCC3)nc21 (stereo unspecified)
  Pf Dd2 inh = i

> Cc1ccc2occ(CC(=O)N(Cc3ccc(C(C)C)cc3)C3CCS(=O)(=O)C3)c2c1 (stereo unspecified)
  Pf Dd2 inh = ?

Following part:
SMILES | Pf Dd2 inh
O=c1c(N2CCN(c3cccc(C(F)(F)F)c3)CC2)csc2ccccc12 | ?
CN(Cc1ccc(F)cc1)C(=O)c1ccc(F)cc1 | -12.3%[44.1 µM]
CN1C[C@H](C(=O)N2CCN(c3ccccn3)CC2)C[C@H]1c1cccc(C(F)(F)F)c1 | i
O=C1NC[C@@H](CCC(=O)N2CCOCC2)N2C[C@@H](NCc3ccc(F)cc3)C[C@@H]12 | i
O=C(Nc1ccc2nc3n(c(=O)c2c1)CCCCC3)C(=O)Nc1ccccc1F | -19.8%
COc1ccc(CNC(=O)CCCn2nc(C)n3c(cc4sccc43)c2=O)cc1 | -19.8%
COCC(=O)NC[C@H]1Cn2c(-c3ccc4c(c3)OCCO4)cnc2CO1 | -29.5%[44.1 µM]
CCOC(=O)CSc1nc2c([nH]c3ccccc32)c(=O)n1-c1ccc(OC)cc1 | -2.7%
CC(=O)N1CCN(C(=O)c2cccc(-c3ccco3)c2)CC(O)C1 (stereo unspecified) | -7.9%
Cc1cc(C)n(Cc2ccc(C(=O)N3CCCC(CO)CCNC(=O)CC3)o2)n1 (stereo unspecified) | -10.7%
O=C(Nc1cc(Cl)ccc1Cl)c1cc(S(=O)(=O)N2CCc3ccccc3C2)ccc1F | 3.5%
OC(c1nc(Nc2ccc(Cl)c(C(F)(F)F)c2)n[nH]1)C1CC1 (stereo unspecified) | -29.3%[44.1 µM]
Cc1ccc(-c2cc(O)c3c(c2)CNCCO3)s1 | ?
COc1ccc(-c2cc(N3CCCC(NC(=O)Cc4ccccc4)C3)n[nH]2)cc1 (stereo unspecified) | ?
Cc1n[nH]c(C)c1CN1CCc2nn(C)c(=O)n2CC1 | i
COc1ccc(-c2nsc(NC(=O)C(C)Oc3ccc(Cl)c(C)c3)n2)cc1 (stereo unspecified) | 15.1%
COc1ccc(CCNc2ncnc3c2CN(C2CCCC2)C(=O)CN3C)cc1 | -15.2%
O=C(Cc1ccc(F)cc1)Nc1ccc(-c2nnc3n2CCCC3)cc1 | ?
CNC(=O)CCn1ncc2cc(OCc3ccccc3-c3cc(F)ccc3OC(C)C)ccc21 | ?
Cc1ccc(-c2nocc2CCC(=O)N2CCN(c3ccccc3F)CC2)cc1 | i

3 structures out of the list, ordered by number of heavy atoms, low to high.
SMILES | Pf Dd2 inh
COc1ccc(-c2nsc(NC(=O)C(C)Oc3ccc(Cl)c(C)c3)n2)cc1 (stereo unspecified) | 15.1%
COc1ccc(-c2cc(N3CCCC(NC(=O)Cc4ccccc4)C3)n[nH]2)cc1 (stereo unspecified) | ?
O=C(Nc1cc(Cl)ccc1Cl)c1cc(S(=O)(=O)N2CCc3ccccc3C2)ccc1F | 3.5%

Looked up by compound from the entries so far (five):
SMILES | Pf Dd2 inh
O=C(Nc1cc(Cl)ccc1Cl)c1cc(S(=O)(=O)N2CCc3ccccc3C2)ccc1F | 3.5%
OC(c1nc(Nc2ccc(Cl)c(C(F)(F)F)c2)n[nH]1)C1CC1 (stereo unspecified) | -29.3%[44.1 µM]
COc1ccc(-c2nsc(NC(=O)C(C)Oc3ccc(Cl)c(C)c3)n2)cc1 (stereo unspecified) | 15.1%
COc1ccc(-c2cc(N3CCCC(NC(=O)Cc4ccccc4)C3)n[nH]2)cc1 (stereo unspecified) | ?
COCC(=O)NC[C@H]1Cn2c(-c3ccc4c(c3)OCCO4)cnc2CO1 | -29.5%[44.1 µM]

More compounds
SMILES | Pf Dd2 inh
CCCSc1nnc2n(-c3cccc(C)c3)c(=O)c3c4c(sc3n12)CCCC4 | ?
Cc1cccc(S(=O)(=O)N2CCCN(C)c3ccccc32)c1 | i
CN(Cc1ccccc1)c1ncccc1CNC(=O)Nc1ccccc1F | -16.3%
Cc1ccc(CN2CCC3(CCNCC3)C2)c(Cl)c1Cl | 12.6µM*
Cc1cc(F)ccc1NC1CN(C(=O)OC(C)(C)C)C1 | ?
CCOC(=O)c1cc(-c2ccccc2)n(CC(=O)N(C)c2ccc(OC)cc2)c1C | -2.6%
COc1ccc(C2C=C(c3ccccc3)Nc3nc(NC(=O)/C=C/c4ccccc4)nn32)cc1 (stereo unspecified) | ?
Cc1nn2c(c1-c1cccnc1N1CCOCC1)N(C(=O)c1ccc(Oc3ccccc3)cc1)CCC2 | ?
CC1(CNCc2ccccc2)COc2ccc(C(=O)N3CC(O)C3)cc2N1 (stereo unspecified) | -16.0%[44.1 µM]
Cc1ccc(Cl)cc1NC(=O)NCC1CCOCC1 | ?
CCOC(=O)c1c(S(=O)(=O)N2CCC(C(=O)NCc3ccccc3Cl)CC2)c(C)n(C)c1C | i
CCc1ccc(C2CC(C(=O)NCc3ccco3)CN(C(=O)c3ccc(F)cc3)C2)cc1 (stereo unspecified) | -7.6%
Cc1cc(C)c2c(CC(=O)Nc3ccc(S(=O)(=O)N4CCCCC4)cc3)coc2c1 | ?
O=C(Cn1cc(SCc2c(F)cccc2Cl)c2ccccc21)N1CCCCC1 | -14.2%
Cc1cn2nc(C(=O)Nc3ccc(C)c(F)c3)cc2c(N(C)Cc2ccccc2)n1 | 10µM*
Cc1cc(C)cc(-n2ccn(CC(=O)Nc3cc(C)ccc3C)c(=O)c2=O)c1 | 64.1%[activator]
CC1=C[C@@H](CNC2CCOCC2)[C@H](C(C)C)C[C@H]1Cc1nc2ccccc2n1C | 5.01µM*
COc1ccc(CN(C(=O)Nc2cc(C)ccc2C)C2CCN(C(C)=O)CC2)cc1 | 22.5%
COc1ccc(C(=O)NC(C)c2nncn2C)cc1OC1CCN(C(C)=O)CC1 (stereo unspecified) | -19.9%
Cc1oc2ncnc(N3CCOCC3)c2c1C(=O)NCc1ccccc1 | 32.9%[activator]
C[C@H](C(=O)N1Cc2ccccc2CC2(CCN(Cc3ccncc3)C2)C1)c1ccccc1 (stereo partly specified) | 10µM*
CN(C)C[C@@H]1CN(Cc2cccnc2)C[C@H]1NC(=O)Cc1ccsc1 | -19.2%

Structural class: the entries above with a tert-butyl group.
SMILES | Pf Dd2 inh
COC(=O)c1c(-c2cccs2)csc1NC(=O)COc1ccc(C(C)(C)C)cc1 | -0.2%
CN1[C@@H](CCC(=O)NCc2cccs2)CNC(=O)[C@@H]2[C@H]1CCN2CC(C)(C)C | ?
Cc1cc(F)ccc1NC1CN(C(=O)OC(C)(C)C)C1 | ?
